HP1b chromo inh = blocks HP1-beta chromodomain binding to methylated histone tails. Potency, µM (titrated, usually from 114 µM), for the others: top-dose activity change, negative = inhibition, usual class: inhibitors. P83916. AlphaScreen HP1-beta / biotin-H3K9me3 peptide binding. AID 540317. 390,000 compounds, 0.56% hits; also: nearly all actives have a fitted effect of over 70% in size; inactives centre near 23
Target sequence (P83916 whole entry, looked up): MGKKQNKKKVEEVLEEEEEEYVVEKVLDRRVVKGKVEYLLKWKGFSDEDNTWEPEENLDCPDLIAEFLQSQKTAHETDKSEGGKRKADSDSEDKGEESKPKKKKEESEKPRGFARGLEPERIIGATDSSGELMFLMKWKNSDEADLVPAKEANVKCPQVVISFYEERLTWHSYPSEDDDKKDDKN
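HP1-beta protein (50 nM final) preincubated 30 min at room temperature with biotinylated H3(1-18)K9me3 peptide (50 nM) in PBS pH 7.4, 0.01% Tween-20, then compound added for 30 min. AlphaScreen streptavidin donor/nickel chelate acceptor beads (10 ug/mL final), 30 min dark, luminescence read.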
BLM inh = inhibitors of human Bloom syndrome helicase BLM | P54132 | recombinant BLM DNA unwinding, fluorescence dequenching | Potency, µM (titrated, usually from 56.1 µM), for the others: top-dose activity change, negative = inhibition, hits mostly inhibitors | 350,000 compounds, 0.2% hits | AID 2528;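 also: plate controls were vehicle for no effect and no enzyme for full effect; nearly all actives have a fitted effect of over 35% in size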
BAZ2B block = blocks human BAZ2B. AlphaScreen BAZ2B-H3K14Ac peptide displacement. Potency, µM (top dose mostly 114 µM), inactives show top-dose activity change, negative = inhibition, hits mostly inhibitors. 360,000 compounds, 4.4% hits; also: % is scaled to controls: 0 for no effect and ±100 for the full control effect; nearly all actives have a fitted effect of over 60% in size
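Inhibition is scored as reduced AlphaScreen emission. The BAZ2B/b-H3(5-23)K14Ac complex (50 nM each) in PBS pH 7.4, 0.01% Tween-20 meets compound (up to 110 uM) for 30 min at RT before bead addition.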
Pol iota inh = inhibitors of human DNA polymerase iota; Q9UNA4; Pol iota fluorescent replication assay, 10 min; Potency, µM (top dose mostly 115 µM), without a hit: at the top dose activity, negative = inhibition, most hits filed as inhibitors; 390,000 compounds, 1% hits; AID 588590
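Pol iota at 10 nM preincubated 15 min with compounds at room temperature; reaction started with fluorescent substrate, 50 nM final. Fluorescence read kinetically at 0 and 10 min; buffer-only wells as negative control.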
GLS inh = inhibitors of human glutaminase (GLS). O94925. GLS enzymatic activity, qHTS titration. Potency, µM (highest dose often 45.5 µM), inactives show at the highest dose activity change, negative = inhibition, usual class: inhibitors. 410,000 compounds, 0.21% hits; also: % is scaled to controls: 0 for no effect and ±100 for the full control effect
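hKGA in 45 mM KH2PO4 pH 8.2, 0.02% Tween-20 with pin-transferred compounds; 1 mM L-glutamine (stock) plus glutamate oxidase/HRP/Amplex Red coupling added. Fluorescence read initially and after 30 min at RT.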
G9a block = blocks human histone lysine methyltransferase G9a | G9a H3K9 monomethylation, AlphaScreen, 2 h | Potency, µM (titrated, usually from 102 µM), inactives show top-dose activity, negative = inhibition, hits mostly inhibitors | 350,000 compounds, 8.8% hits; also: % is scaled to controls: 0 for no effect and ±100 for the full control effect; nearly all actives have a fitted effect of over 75% in size
Target sequence (Q96KQ7 913-1193 limits assumed): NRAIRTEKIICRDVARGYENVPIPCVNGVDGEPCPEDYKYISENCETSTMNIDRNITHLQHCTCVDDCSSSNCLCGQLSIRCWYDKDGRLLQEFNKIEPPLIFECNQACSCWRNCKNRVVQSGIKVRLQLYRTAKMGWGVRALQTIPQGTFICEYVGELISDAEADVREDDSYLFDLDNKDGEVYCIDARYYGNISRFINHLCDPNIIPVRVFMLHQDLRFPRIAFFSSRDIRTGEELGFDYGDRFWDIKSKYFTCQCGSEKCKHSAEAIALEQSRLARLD
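G9a (20 nM) preincubated 15 min RT with compounds, then 500 nM biotinylated H3K9 peptide and 20 uM SAM added; 2 h RT reaction. Monomethyl-H3K9 product detected by AlphaScreen with anti-H3K9me1 antibody, streptavidin donor and anti-rabbit IgG acceptor beads.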
JMJD2A Tudor inh = blocks the human JMJD2A Tudor domain; O75164; AlphaScreen JMJD2A-Tudor / H3K4me3 peptide binding; Potency, µM (top dose mostly 114 µM), for inactives: top-dose activity change, negative = inhibition, hits mostly inhibitors; 390,000 compounds, 4.4% hits; AID 504339; also: % is scaled to controls: 0 for no effect and ±100 for the full control effect; nearly all actives have a fitted effect of over 50% in size
Pin1 inhibitor = human Pin1 inhibition | Pin1 FP peptide displacement, HiFluor488, 10 min | Potency, µM (highest dose often 115 µM), inactives show at the top dose activity, negative = inhibition, most hits filed as inhibitors | 390,000 compounds, 0.009% hits | AID 504891; active = well fitted inhibition curve with a large enough effect in the polarisation, with a control signal flat, not every such curve was filed as active; inconclusive = small, poorly fitted or top-dose-only effect, or effect the other way, or a change in a side signal; inactive = no such curve, though single readings can be large or run the other way; the % refers to the polarisation; also: % is scaled to controls: 0 for no effect and ±100 for the full control effect
Target sequence (Q13526 whole entry, looked up): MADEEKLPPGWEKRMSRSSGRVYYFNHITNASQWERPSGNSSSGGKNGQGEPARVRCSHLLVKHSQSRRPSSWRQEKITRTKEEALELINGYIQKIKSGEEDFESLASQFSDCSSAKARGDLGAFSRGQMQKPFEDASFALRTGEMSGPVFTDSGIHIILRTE
PGK inhibitor = blocks T. brucei phosphoglycerate kinase; Potency, µM (titrated, usually from 57.5 µM), without a hit: top-dose activity change, negative = inhibition, usual class: inhibitors; PGK/GAPDH coupled, Kinase-Glo luminescence, 60 min; 380,000 compounds, 0.043% hits; also: % is scaled to controls: 0 for no effect and ±100 for the full control effect; nearly all actives have a fitted effect of over 60% in size
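Recombinant glycosomal PGK reaction used 1,3-bisphosphoglycerate generated in-well by GAPDH (100nM final) in 100mM TEA pH 7.6, 5mM MgCl2, 0.01% Tween-20. After 60 minutes at room temperature, ATP was read by Kinase-Glo Plus luminescence end-point.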
The depositor's hits bear a star; i = inactive; ? = inconclusive; nt = not tested or not shown; & = joins results of further samples; [ ] = another dose, or the depositor's remark. Unless noted, calls follow the shape of the dose curve; as a rule, active = well fitted curve in the direction sought with a large enough effect; inconclusive = small, poorly fitted or top-dose-only effect, or another doubt; inactive = no such curve, though single readings can be large; an effect the other way counts as inactive or inconclusive. Potency is read from the fitted curve at half-maximal effect.

HP1b chromo inh	BLM inh	BAZ2B block	Pol iota inh	GLS inh	G9a block	JMJD2A Tudor inh	Pin1 inhibitor	PGK inhibitor	smiles
-14%	-1%	?	-1%	-8%	16µM*	?	0%	-8%	CC1CCc2noc(NC(=O)c3ccccc3[N+](=O)[O-])c2C1 (stereo not given)
44%[activator]	-10%	11%	19%	-7%	?	-4%	-15%	-11%	CCC(=O)N1CC2(CC(c3cccc([N+](=O)[O-])c3)=NO2)C[C@H]1C(=O)NCC(N)=O (stereo not given in full)
34%	-10%	-25%	12%	-8%	-28%[59 µM]	?	4%	i	COc1cccc(N2CCN(C(=O)c3nn(C)c4c3CSc3ccc(C)cc3-4)CC2)c1
-20%	-5%	-5%	0%	1%	?	?	-5%	-8%	CCOC(=O)c1c(CN2CCOCC2)n(-c2ccccc2)c2cc(Br)c(O)c(CN(C)C)c12
22%	-4%	7%	11%	1%	-5%	-28%	5%	-1%	CCn1cc(C(=O)Nc2ccc3c(c2)OCCO3)c2cc(OC)c(OC)cc2c1=O
10%	-2%	14%	?	9%	nt	-5%	3%	-7%	CCC(C)[C@H](NC(=O)NCc1ccccn1)C(=O)OC (stereo not given in full)
32%	-6%	23%	5%	-3%	32%[59 µM]	-23%	18%	-8%	Cc1ccc(-c2csc(NC(=O)CSc3nc(C)cs3)n2)cc1
19%	-5%	-4%	-6%	9%	11%[0.0925 µM]	-5%	1%	5%	Cc1ccc(C)c(NC(=O)CSc2nnc(-c3cc(C)[nH]n3)n2N)c1
-22%	-11%	-29%	7%	2%	-16%	-33%	?	-3%	N=C1S/C(=C\c2cccc3ccccc23)C(=O)N1c1ccc(F)cc1
67%[activator]	-2%	8%	44%[activator]	1%	19%[59 µM]	3%	5%	i	CCC(Cc1ccccc1)NC(=O)c1cccc(Nc2nc3ccccc3nc2-n2nc(C)cc2C)c1 (stereo not given)

Arranged by molar mass (descending): some entries from above.
HP1b chromo inh	BLM inh	BAZ2B block	Pol iota inh	GLS inh	G9a block	JMJD2A Tudor inh	Pin1 inhibitor	PGK inhibitor	smiles
-20%	-5%	-5%	0%	1%	?	?	-5%	-8%	CCOC(=O)c1c(CN2CCOCC2)n(-c2ccccc2)c2cc(Br)c(O)c(CN(C)C)c12
67%[activator]	-2%	8%	44%[activator]	1%	19%[59 µM]	3%	5%	i	CCC(Cc1ccccc1)NC(=O)c1cccc(Nc2nc3ccccc3nc2-n2nc(C)cc2C)c1 (stereo not given)
19%	-5%	-4%	-6%	9%	11%[0.0925 µM]	-5%	1%	5%	Cc1ccc(C)c(NC(=O)CSc2nnc(-c3cc(C)[nH]n3)n2N)c1
-22%	-11%	-29%	7%	2%	-16%	-33%	?	-3%	N=C1S/C(=C\c2cccc3ccccc23)C(=O)N1c1ccc(F)cc1
-14%	-1%	?	-1%	-8%	16µM*	?	0%	-8%	CC1CCc2noc(NC(=O)c3ccccc3[N+](=O)[O-])c2C1 (stereo not given)

(continued)
HP1b chromo inh	BLM inh	BAZ2B block	Pol iota inh	GLS inh	G9a block	JMJD2A Tudor inh	Pin1 inhibitor	PGK inhibitor	smiles
23%	2%	-5%	7%	3%	20%[0.0925 µM]	-5%	-10%	0%	O=C(NCC1CCCN(C(=O)Cc2ccccc2Cl)C1)c1ccc(F)cc1 (stereo not given)
7%	-4%	nt	63%[activator]	-2%	-39%	-16%	4%	-1%	COc1cccc(-c2ccc(SCC(=O)N3CCN(c4ccccc4)CC3)nn2)c1
24%	-2%	7%	4%	-6%	nt	-7%	3%	-6%	CC1CCN(C(=O)c2cc3ccccc3cc2O)CC1
21%	-1%	nt	3%	11%	?	-15%	-3%	i	Cc1cc(OCC(=O)NCCN2CCOCC2)cc(C)c1Br
19%	nt	11%	8%	1%	1%	-8%	-5%	-10%	COc1cccc(-c2nn(-c3ccc(F)cc3)cc2C(=O)NCC2CCCO2)c1 (stereo not given)
-15%	-17%	?	25µM*	?	71µM*	?	?	i	CCn1nnc(NC(=O)CSc2ccc(Cl)cc2)n1
-9%	0%	1%	3%	-12%	0%[59 µM]	-18%	-2%	-4%	COc1ccc(-c2nc3sc(CCNC(=O)Cc4ccc(Cl)cc4)c(C)n3n2)cc1
19%	32%[activator]	-28%	56%[activator]	-2%	-11%	-12%	15%	-4%	O=c1cc(-c2ccncc2)oc2c1ccc1ccccc12
31%[activator]	-10%	-4%	10%	15%	-26%[12.7 µM]	17%	4%	4%	COc1ccc(C(=O)CSc2nnnn2Cc2ccccc2)cc1
38%	-7%	-15%	20%	?	?	-6%	6%	2%	CCCCNC(=O)CC1N=C2c3ccccc3N=C(SCC(=O)Nc3ccccc3C)N2C1=O (stereo not given)
22%	1%	-11%	?	1%	nt	-11%	6%	i	CCOC(=O)Cn1cc(/C=N/NC(=O)c2cc3ccccc3o2)c2ccccc21
32%	-3%	-2%	13%	1%	?	2%	2%	-9%	Cc1cc(=O)oc2cc(OCC(=O)OCC(=O)N3CCc4ccccc43)ccc12
39%[activator]	0%	-15%	12%	2%	?	-15%	-6%	0%	CCCc1ccc(OCC(O)CN2CCN(CCO)CC2)cc1 (stereo not given)
25%	-2%	-18%	-2%	8%	4%	-2%	-1%	-6%	Cc1csc2c(=O)n(CCO)c(=O)[nH]c12
0%	-3%	-4%	131%[activator]	0%	?	-8%	-2%	6%	CCOc1ccc(NC(=O)CCCN2C(=S)NC(C)(C)CC2C)cc1 (stereo not given)
35%	-3%&-4%	4%	-1%	-5%	?	-26%	28%	-5%	N#Cc1ccc(C23CC4(C2)[C@H](CN(Cc2ccc(C(F)(F)F)cc2)[C@@H]4c2ccccc2)C3c2ccc(C(F)(F)F)cc2)cc1 (stereo not given in full)
3%&0%	-8%	-6%	79µM*	-5%	?	-27%&-30%	24%&46%	-7%	O=C(CSc1nnc(Cc2csc(Nc3cccc(Cl)c3)n2)o1)N1CCc2ccccc21
66%[activator]	-6%	-12%	-1%	0%	28%	2%	-3%	nt	NC(=O)c1cc(S(=O)(=O)Nc2ccc(OC(F)(F)F)cc2)cs1
2%	-1%	-7%	?	14%	2%	-15%	4%	nt	CCNc1ccc(C(=O)OCC)cc1NC(=O)c1cccc(S(=O)(=O)N2CCOCC2)c1
10%	0%	-32%	-5%	-2%	-15%[59 µM]	-23%	-1%	nt	CN(C(=O)CSc1nnc(-c2ccc([N+](=O)[O-])cc2)o1)c1ccccc1
-3%	-3%	0%	54%[activator]	0%	-13%	-12%	4%	-1%	C=CCn1c(SCC(=O)NCC)nc2sc3c(c2c1=O)CCC3
?	-13%	?	?	?	?	?	1%	i	C/C(=N\NC(=S)NCCc1ccccc1)c1ccc(O)cc1O
18%	-5%	-14%	1%	0%	-3%[59 µM]	-24%	-8%	-4%	Cc1ccc(C(=O)N2c3ncnn3C3(CCCCC3)[C@@H]3CCCC[C@@H]32)cc1
-3%	-6%	?	71%[activator]	-9%	-4%	-3%	-4%	0%	O=C(NCc1ccc(F)cc1)C1CCN(C(=O)Nc2ccc(F)cc2)CC1
23%	0%	-1%	28%	4%	-7%[59 µM]	-12%	2%	-24%	COc1ccc(C2C=C(c3ccccc3)Nc3nc(NS(=O)(=O)c4ccc(Cl)cc4)nn32)cc1 (stereo not given)
30%[activator]	-4%	11%	9%	-10%	18%[59 µM]	3%	-2%	-1%	CCC1(C)Cc2c(sc3nc(SC)nc(N)c23)CO1 (stereo not given)
41%[activator]	-5%	-3%	16%	1%	5%	-9%	1%	-2%	Cn1c(=O)oc2cc(S(=O)(=O)N3CCCC(C(=O)NCCN4CCOCC4)C3)ccc21 (stereo not given)
48%[activator]	0%	2%	25%	0%	-43%	12%	2%	-1%	COC(=O)c1cc2ccccc2c(=O)s1
39%	-5%	-1%	31%[activator]	-8%	0%[59 µM]	-16%	20%	7%	CCOC(=O)c1ccc(NC(=O)c2sc3ccccc3c2Cl)cc1
36%	2%	-5%	20%	-6%	10%[59 µM]	7%	-3%	-8%	O=C(CCCc1nc2ccccc2s1)NCc1ccccc1F
49%[activator]	-8%	-4%	14%	-4%	?	-3%	17%	0%	COc1ccc(S(=O)(=O)N2CCC(C(=O)NCC3CCCO3)CC2)cc1 (stereo not given)
56%[activator]	-2%	1%	35%[activator]	3%	2%[59 µM]	13%	-15%	-3%	CCN(C(=O)c1cc2c(=O)oc3ccc(C)cc3c2s1)c1ccccc1F
29%	-4%	-16%	44%[activator]	1%	?	-5%	-7%	3%	CC1(C)Cc2ccccc2-c2nc(NN)[nH]c(=O)c21
12%	nt	nt	?	4%	nt	-10%	12%	0%	COc1ccc2c(CC(=O)OCC(=O)N(C)c3c(N)n(Cc4ccccc4)c(=O)[nH]c3=O)coc2c1
15%	-2%	-5%	-11%	-2%	19%	-7%	-2%	-4%	CC(CC(=O)NC1CCCCC1)S(=O)(=O)c1ccc2c(c1)CCN2C(=O)C1CC1 (stereo not given)
8%	?	50µM*	?	1%	45µM*	-8%[11.4 µM]	1%	-14%	Nc1nonc1-c1nc2ccccc2n1CC(=O)N/N=C/c1ccc(-c2ccccc2C(=O)O)o1
17%	nt	nt	-1%	8%	nt	-16%	0%	-7%	Fc1ccc(-c2nnc(-n3nnc4ccccc43)c3ccccc23)cc1
21%	nt	nt	35%[activator]	4%	nt	-15%	4%	i	CCOc1ccc2ccccc2c1/C=N/NC(=O)c1c(C)cc(C)[nH]c1=O
24%	1%	0%	25%	0%	6%[12.7 µM]	0%	-10%	1%	C=CCNC(=O)COc1ccc(S(=O)(=O)NC2CCCCC2)cc1

From PubChem BioAssay

A portion of the library, so the mix of outcomes need not match the whole.
